Assay outcomes: PubChem, The Scripps Research Institute Molecular Screening Center
MITF primary: blocks human microphthalmia-associated transcription factor; O75030; AlphaScreen MITF homodimerization, bead proximity signal; inhibition, % at 2.6 µM; actives 0.91% (n = 650,000); AID 1259374; in the data active means inhibition above about 50%;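 further: 0% = vehicle wells with protein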
Target sequence (O75030 whole entry, looked up): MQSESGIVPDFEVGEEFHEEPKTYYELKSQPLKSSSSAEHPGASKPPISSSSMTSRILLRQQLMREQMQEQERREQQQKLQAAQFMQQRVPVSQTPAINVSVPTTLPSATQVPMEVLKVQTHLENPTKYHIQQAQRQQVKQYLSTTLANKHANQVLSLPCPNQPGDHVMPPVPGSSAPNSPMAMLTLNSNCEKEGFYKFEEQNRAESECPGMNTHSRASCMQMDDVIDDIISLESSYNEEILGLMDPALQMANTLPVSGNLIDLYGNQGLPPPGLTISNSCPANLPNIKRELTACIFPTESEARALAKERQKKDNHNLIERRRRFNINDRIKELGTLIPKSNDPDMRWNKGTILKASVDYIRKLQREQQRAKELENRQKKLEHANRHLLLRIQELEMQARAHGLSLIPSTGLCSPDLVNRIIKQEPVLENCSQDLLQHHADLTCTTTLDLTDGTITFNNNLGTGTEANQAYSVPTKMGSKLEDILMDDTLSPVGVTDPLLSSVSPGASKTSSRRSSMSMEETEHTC
GPR151 activ: activators of human GPR151; Q8TDV0; PathHunter beta-arrestin GPR151 cells, luminescence; activation, % at 11.2 µM; actives 1% (n = 650,000); AID 1508602; in the data active means activation above about 4.9%;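 further: 0% = median of compound wells and 100% = cells with positive control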
Target sequence (Q8TDV0 whole entry, looked up): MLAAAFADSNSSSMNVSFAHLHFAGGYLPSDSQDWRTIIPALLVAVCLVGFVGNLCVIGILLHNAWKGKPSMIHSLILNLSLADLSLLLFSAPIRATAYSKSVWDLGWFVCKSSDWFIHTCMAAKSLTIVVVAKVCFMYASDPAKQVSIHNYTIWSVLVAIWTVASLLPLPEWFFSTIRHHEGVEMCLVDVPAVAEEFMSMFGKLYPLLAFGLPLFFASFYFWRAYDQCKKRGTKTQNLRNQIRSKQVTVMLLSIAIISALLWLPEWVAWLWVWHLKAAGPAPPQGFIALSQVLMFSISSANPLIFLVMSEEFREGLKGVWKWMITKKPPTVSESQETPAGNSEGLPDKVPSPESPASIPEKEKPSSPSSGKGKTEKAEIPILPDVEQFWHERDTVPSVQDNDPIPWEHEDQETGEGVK
TEAD-YAP inh: TEAD-YAP interaction inhibition | AID 1259422 | inhibition, % at 9.12 µM | actives 1.4% (n = 640,000) | HEK-TIYL cells, TEAD-Gal4/YAP UAS-luciferase luminescence; in the data active means inhibition above about 32%;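 further: 0% = median of test compound wells and 100% = reference inhibitor wells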
FBW7 act: activators of human E3 ligase FBW7. AlphaScreen FBW7–phospho-cyclin E peptide binding, activator screen. normalized activity (activation), % at 26.1 µM. actives 0.13% (n = 650,000). AID 1259310; in the data active means normalized activity above about 1.9%;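 further: purified mutant Fbw7 with reduced substrate affinity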
Starred values were filed as active, the others as inactive. Compounds as they come. Share with any hit: about 3.4%.

Molecule	MITF primary	GPR151 activ	TEAD-YAP inh	FBW7 act
CC(O)c1nc2ccccc2n1CN1CCN(c2ccccc2)CC1 (stereo unspecified)	3	-0.1	5	0.1
CCOC(=O)c1sc2nc(SCC(=O)N(C)Cc3ccccc3)n(Cc3ccccc3)c(=O)c2c1C	3	0.1	-1	0.0
CCOc1ccc(CN(C)CC(O)COc2cccc(C(C)=O)c2)cc1 (stereo unspecified)	40	-1.5	7	-0.3
Cc1c(NC(=O)COc2ccc(C(C)(C)C)cc2)cccc1-c1nc2ncccc2o1	-6	0.4	-7	-0.1
CCN(CC)c1nc(SCC(=O)O)nc(N(CC)CC)n1	1	0.1	3	-0.1
Cc1ccccc1C(=O)NC(=S)Nc1nc(-c2ccccc2)cs1	6	-0.2	3	0.0
O=C1c2cc(O)ccc2-c2ccc(O)cc21	-11	-1.4	-8	0.0
Cc1[nH]c(=O)c(C#N)c(-c2ccc(Cl)cc2)c1C	0	-0.4	7	0.0
COc1cc(C(=O)OCC(=O)N2C(C)CCCC2C)cc(OC)c1OC (stereo unspecified)	-10	-0.3	1	0.1
Cc1ccc(-c2nc(CS(=O)CC(=O)N3CCc4ccccc4C3)c(C)o2)cc1 (stereo unspecified)	4	-0.6	16	-0.1
CC1CC(C)CN(C(=O)CSc2ncccc2C(=O)O)C1 (stereo unspecified)	18	-0.3	-2	0.0
O=C(NCCC1=CCCCC1)c1ccco1	8	-0.4	-64	0.1

Other structures follow:
Molecule	MITF primary	GPR151 activ	TEAD-YAP inh	FBW7 act
NC(=O)COc1ccc2ccccc2c1Br	0	-0.3	-34	-0.1
CCCOc1ccc2c(c1)CC(c1nc3ccc(-c4cn[nH]c4)cc3[nH]1)CO2 (stereo unspecified)	-3	-0.6	-8	-0.1
CCCCONC(=O)Cn1c(=O)sc2ccccc21	-16	0.6	1	-0.3
CC(Nc1cc(N2CCN(C)CC2)ccc1[N+](=O)[O-])c1ccccc1 (stereo unspecified)	-15	-0.2	-5	-0.4
Cc1ccc(C)c(NC(=O)c2sc3nc4c(c(-c5cccs5)c3c2N)CCCC4)c1	-5	-0.1	1	0.3
CCOc1ccccc1-c1nc(SCC(=O)Nc2cccc(C(=O)OC)c2)n[nH]1	6	1.0	2	-0.1
Cc1ncc2c(c1CNC(=O)c1ccc3c(c1)OCO3)CCN(C(=O)c1ccoc1)C2	14	1.5	2	0.3
O=C(CSc1ncnc2c1oc1ccccc12)NCCc1ccccc1	6	3.1	11	0.4
CCOC(=O)c1ccc(COC(=O)CNC(=O)CNC(=O)Cc2ccccc2)cc1	12	-1.0	-14	1.2
CC1CCN(Cc2nnnn2CCCC(=O)NC(C)c2cnn(C)c2)CC1 (stereo unspecified)	5	-0.5	3	0.2
O=C(N/N=C\C=C\c1ccccc1)c1cccc(Br)c1	4	-0.3	-13	-0.1
Cc1ccc(C)c(OCc2cc(C(=O)N(C)Cc3ccccn3)no2)c1	17	-1.2	-31	-0.1

The list continues:
Molecule	MITF primary	GPR151 activ	TEAD-YAP inh	FBW7 act
Cc1ccn2c(C(=O)Nc3ccccc3)c(C)nc2c1	10	-0.1	6	0.0
O=C(Nc1ccc2c(c1)OCCO2)C(=O)Nc1ccccc1Cl	17	-0.3	27	0.3
CC(=O)N/C(=N\c1nc(C)cc(C)n1)Nc1cc(C)cc(C)c1	-3	0.4	-7	0.1
O=C(NNC(=O)c1ccc(Cl)cc1Cl)c1ccc(NC(=O)c2ccccc2)cc1	2	-1.2	-11	-0.1
CCc1n[nH]c(=S)n1/N=C/c1cc(Cl)ccc1O	4	-0.6	2	0.2
CC1CN(C(=O)c2cnc3sc4ccccc4n3c2=O)CC(C)O1 (stereo unspecified)	2	-0.7	-4	0.0
CC[n+]1c(/C=C/c2ccc(N(C)C)cc2)oc2ccccc21	5	-0.3	1	0.5
Cc1ccc(Cl)cc1NC(=O)C(=O)NCCCO	5	-0.5	1	-0.2
CC1CCc2c(sc3ncn4c(=O)n(CC(=O)N5CCCCC5)nc4c23)C1 (stereo unspecified)	3	0.7	-5	-0.1
Cc1ccc(Cn2ccc(NC(=O)CCC(=O)O)n2)cc1	-9	4.5	1	0.0
COc1c(C)cccc1C(=O)Nc1ccc2oc(-c3cccnc3)nc2c1	-4	0.9	-5	0.0
COc1cc(C(=O)OCC(C)=O)ccc1OCc1c(C)noc1C	9	-1.5	48*	-0.1

Quoted from the listing:
For TEAD-YAP inh, CCCCONC(=O)Cn1c(=O)sc2ccccc21 is entered as 1
For TEAD-YAP inh, O=C(N/N=C\C=C\c1ccccc1)c1cccc(Br)c1 is entered as -13
For FBW7 act, CCOC(=O)c1sc2nc(SCC(=O)N(C)Cc3ccccc3)n(Cc3ccccc3)c(=O)c2c1C is entered as 0.0
For GPR151 activ, Cc1ccn2c(C(=O)Nc3ccccc3)c(C)nc2c1 is entered as -0.1
For MITF primary, CCN(CC)c1nc(SCC(=O)O)nc(N(CC)CC)n1 is entered as 1

(more compounds)
Molecule	MITF primary	GPR151 activ	TEAD-YAP inh	FBW7 act
Cc1[nH]n(-c2cccc(Cl)c2)c(=O)c1C=Nc1ccc(Cl)cc1Cl	3	-2.1	-5	-0.3
O=C(CN1CCN(CC(=O)Nc2ccccc2Cl)CC1)Nc1ccc2c(c1)OCCO2	-6	-0.2	16	0.1
CCOc1ccc(NC(=O)CSc2nnc(-c3ccccc3N)n2C)cc1	4	0.3	5	0.1
COc1cc(/C=N/NC(=O)CN2CCCCCCC2)cc(Br)c1O	45	0.4	0	0.0
CCOc1cc(Br)c(CC(N)=O)cc1OCC	-10	1.1	-3	0.1
CC(C)COP(=O)(c1ccc(N(C)C)cc1)C(O)c1ccc(N(C)C)cc1 (stereo unspecified)	-8	1.0	2	-0.1
COc1ccc(C2N3CC4(C)CN2CC(C)(C3)C4O)cc1OC (stereo unspecified)	2	-0.4	-22	0.2
CCOC(=O)c1sc(NC(=O)CSc2nnc(CNC(=O)c3ccccc3OC)n2-c2ccccc2OC)c(C(=O)OCC)c1C	4	2.5	0	-0.1
CCOc1ccc(-n2nc(C(=O)Nc3cc(C)on3)c3ccccc3c2=O)cc1	6	-2.8	1	0.8
COC(=O)c1c(OCc2ccncc2)cc(=O)n2c1CCN(Cc1ccccc1C)CC2	18	-0.4	-23	0.1
CC(C)C(=O)Nc1ccc(C(=O)NNC(=S)NC(=O)c2cccs2)cc1	-5	-0.4	-17	-0.4
COc1ccc(-n2c(=O)c3c4c(sc3n3c(C)nnc23)CCCC4)cc1	-4	1.3	-2	-0.1

An excerpt from above in order of count of non-hydrogen atoms, highest first.
Molecule	MITF primary	GPR151 activ	TEAD-YAP inh	FBW7 act
CCOC(=O)c1sc2nc(SCC(=O)N(C)Cc3ccccc3)n(Cc3ccccc3)c(=O)c2c1C	3	0.1	-1	0.0
Cc1ccccc1C(=O)NC(=S)Nc1nc(-c2ccccc2)cs1	6	-0.2	3	0.0
Cc1ccc(Cl)cc1NC(=O)C(=O)NCCCO	5	-0.5	1	-0.2

(next part)
Molecule	MITF primary	GPR151 activ	TEAD-YAP inh	FBW7 act
CC(=O)Nc1ccc(S(=O)(=O)Nc2ccccc2C(=O)NC(C)(C)C)cc1	19	-0.5	5	-0.1
COC(=O)c1cn(NC(=O)C2CCC(C)CC2)c(=O)c2ccccc12 (stereo unspecified)	15	-0.9	2	0.0
O=C(Cc1ccc(F)cc1)NCCc1nnc2n1CCN(CC1CC=CCC1)CC2 (stereo unspecified)	-13	0.0	-8	-0.1
O=C(COC(=O)c1ccco1)Nc1ccc(Cl)c(Cl)c1	-6	0.1	4	0.0
Cc1ccc(S(=O)(=O)c2nc(-c3cccc([N+](=O)[O-])c3)oc2N(C)C)cc1	-9	-0.3	-4	-0.1
Cc1ccc(S(=O)(=O)N(CC(=O)N2CCN(C)CC2)c2ccccc2C)cc1	1	0.3	-3	0.0
CCOC(=O)c1ccc(N=Cc2c(O)[nH]c3ccccc23)cc1	0	4.4	-13	0.2
COc1ccc(S(=O)(=O)Cc2ccc(C(=O)N3CCCCC3)o2)cc1	1	0.1	11	0.0
Cc1ccc2nsnc2c1NC(=O)c1ccc(-c2ccccc2)cc1	-4	1.0	2	0.0
Oc1ccccc1-c1nc(Nc2ccc(Cl)cc2)c2ccccc2n1	11	0.4	5	-0.3
Cc1nnc(-c2ccc(NC(=O)c3cccc4ccccc34)cc2)o1	-13	2.2	0	-0.2
Cc1ccc(-n2c(C)cc(-c3csc(N)n3)c2C)cc1	-2	-0.6	2	-0.1

Going on with the list.
Molecule	MITF primary	GPR151 activ	TEAD-YAP inh	FBW7 act
Brc1ccc2ncnc(NCc3ccccc3)c2c1	-5	-0.1	60*	0.3
COc1cccc(C2C(C(=O)Nc3ccc(Br)cn3)=C(C)NC3=C2C(=O)CC(C)(C)C3)c1OC (stereo unspecified)	11	-1.6	4	0.1
CC(CCc1ccccc1)NC(=O)CNC(=S)N(Cc1ccc(F)cc1)C1CCCCC1 (stereo unspecified)	1	-0.7	3	0.0
CCNC(=S)N(CCc1c(C)[nH]c2ccccc12)Cc1cccnc1	-2	1.9	-15	0.4
CCOc1ccc(-n2c(SCC(=O)NC(C)CC)nc3n[nH]c(C)c3c2=N)cc1 (stereo unspecified)	12	-0.6	8	0.0
CCN1CCN(C(=O)C(NC(=O)C2CCC(C)CC2)C(C)C)CC1 (stereo unspecified)	1	-0.9	11	0.0
O=C(O)CC1S/C(=N/N=C/c2cccc(O)c2)NC1=O (stereo unspecified)	12	-0.1	-6	-0.2
COCCCNC(=O)c1sc2ncnc(N3CCN(c4ccccc4F)CC3)c2c1C	20	0.1	2	-0.3
CC1(C)CC(NC(=O)Cn2nc(-c3ccc(Cl)cc3)c3ccccc3c2=O)CC(C)(C)N1	-1	1.1	-2	0.1
COc1ccc(Cl)cc1C1=N/C(=C\c2cccc(Cl)c2)C(=O)O1	-6	0.5	-15	-0.3
C/C(CC(=O)Nc1ccc([N+](=O)[O-])cc1)=N\NC(=O)c1ccc(-c2ccccc2)cc1	16	0.9	10	-0.1
Cc1ccc(NC(=O)c2cnc(SCc3cccc(F)c3)n(C)c2=O)cc1C	6	-2.1	-23	0.0

Additional results follow.
Molecule	MITF primary	GPR151 activ	TEAD-YAP inh	FBW7 act
CC1=C(C(=O)OC2CCCC2)C(c2cccc([N+](=O)[O-])c2)C2=C(CC(c3ccc(Cl)cc3)CC2=O)N1 (stereo unspecified)	2	2.3	-5	-0.1
CC1=C(C)/C(=N\S(=O)(=O)c2ccccc2)C=C(Cl)C1=O	6	-0.5	1	-0.1
Cc1cc2c(N3CCOCC3)ncnc2s1	14	0.1	12	0.0
Cc1ccc(C(=O)OC(C)C(=O)OC(C)C)cc1[N+](=O)[O-] (stereo unspecified)	6	0.4	2	0.0
COCCCNC(=O)c1ccc(C(=O)NCCCOC)cc1	-5	-0.4	-1	-0.1
O=C(CCCOc1ccc(Cl)cc1Cl)N1N=CCC1(O)C(F)(F)F (stereo unspecified)	12	-0.2	-23	0.3
CCN(Cc1ccccc1)C(=O)c1sc2nc(C)c(C)c(C)c2c1N	-8	-0.2	-2	0.1
Cn1c(SCC(=O)N2CCOCC2)nnc1-c1ccc(=O)n(C)c1	-1	1.4	-9	-0.1
COc1ccc(C)cc1NS(=O)(=O)Cc1ccc(Cl)cc1	2	2.1	8	0.1
O=C1c2ccccc2C(=O)C1(c1ccccc1)C(C[N+](=O)[O-])c1ccc2c(c1)OCO2 (stereo unspecified)	11	-0.8	-1	0.0
CSc1ncc(Cl)c(C(=O)Nc2cccc3ccccc23)n1	-1	-1.1	-8	-0.2
COc1nc(NCCN(C(C)C)C(C)C)nc(-c2c(C)noc2C)n1	0	2.3	-1	0.2

Additional structures
Molecule	MITF primary	GPR151 activ	TEAD-YAP inh	FBW7 act
Nn1c(SCc2ccccc2)nnc1C(F)(F)F	9	-0.1	-3	0.2
COc1ccc(-c2nnc(SCC(=O)Nc3cccc(Cl)c3C)nc2-c2ccc(OC)cc2)cc1	2	5.8*	9	0.0
COc1cccc(N2C(=O)/C(=C/c3ccc(-c4ccc(Cl)c(Cl)c4)o3)C=C2c2ccccc2)c1	4	2.3	0	0.2
O=C(c1cc(Cc2ccc(F)cc2)no1)N1CC2CCCC1C2 (stereo unspecified)	18	0.0	-29	0.1
CCOC(=O)C(C)Sc1ncnc2c1cnn2-c1ccc(C)cc1C (stereo unspecified)	-4	-0.2	-9	-0.1
CNC(=O)[C@@H]1C[C@H](NCc2c(F)cccc2F)CN1Cc1cccc2ccccc12	-18	-2.2	1	-0.1
CC(c1ccccc1)n1c(=O)[nH]c2ccccc21 (stereo unspecified)	-3	2.2	1	0.1
Cc1ccc2c(c1)N(Cc1ccccc1C)C(=O)C(C)O2 (stereo unspecified)	6	0.5	5	0.1
COc1ccc(/C=C(\C#N)c2cccs2)cc1	0	2.7	5	0.4
CC(C)C(=O)Nc1ccc(NC(=O)c2cccc(I)c2)cc1	-6	-1.2	0	-0.2
Cc1ccc(S(=O)(=O)N(CCO)C2CCCCC2)cc1	-12	0.1	-4	-0.1

Profiles, quoted from the list. Screens in order: MITF primary, GPR151 activ, TEAD-YAP inh, FBW7 act
COc1ccc(/C=C(\C#N)c2cccs2)cc1 is listed with 0, 2.7, 5, 0.4
COc1ccc(-c2nnc(SCC(=O)Nc3cccc(Cl)c3C)nc2-c2ccc(OC)cc2)cc1 is listed with 2, 5.8*, 9, 0.0
Nn1c(SCc2ccccc2)nnc1C(F)(F)F is listed with 9, -0.1, -3, 0.2
CC(C)C(=O)Nc1ccc(NC(=O)c2cccc(I)c2)cc1 is listed with -6, -1.2, 0, -0.2
CCOC(=O)C(C)Sc1ncnc2c1cnn2-c1ccc(C)cc1C (stereo unspecified) is listed with -4, -0.2, -9, -0.1
